AGP1 TOR yeast: modulators of AGP1-GFP expression in yeast TOR pathway, primary screen, cell-based, multiplex flow cytometry, S. cerevisiae, MLPCN library | 3 h; GFP as percent of DMSO wells | GFP response vs DMSO, % at 10 µM | 0.02% of 320,000 active | AID 2066, 2009;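 active means GFP response relative to DMSO above a set limit, near screen average plus 3 SD, cut at about 150% in these data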;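 further: median GFP channel fluorescence of the gated AGP1 strain per well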
Fam108B inh: mouse Fam108B serine hydrolase inhibitors, primary screen, counter-screen for RBBP9 inhibitor project, biochemical, fluorescence polarization | recombinant Fam108B, FP-Rh probe fluorescence polarization | inhibition, % at 9.51 µM | 0.33% of 300,000 active | AID 1947, 2009;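 active means inhibition above the screen mean inhibition plus 3 SD, computed separately per campaign, cut at about 18% in these data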;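 further: inhibitors lower polarization as less probe binds the enzyme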
GLD-1 RNA inh: GLD-1/TGE RNA complex disruptors, primary screen, biochemical, fluorescence polarization | AID 2280, 2010 | Female germline-specific tumor suppressor gld-1 (Caenorhabditis elegans), Q17339 | 0.44% of 320,000 active | purified GLD-1 + fluorescein TGE RNA | inhibition, % at 5.96 µM;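 active means percent inhibition above a per-plate cutoff, the plate mean of test compounds plus 3 SD, cut at about 30% in these data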;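 further: 0% = DMSO wells with GLD-1 and probe and 100% = wells lacking GLD-1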
Target sequence (Q17339 whole entry, looked up): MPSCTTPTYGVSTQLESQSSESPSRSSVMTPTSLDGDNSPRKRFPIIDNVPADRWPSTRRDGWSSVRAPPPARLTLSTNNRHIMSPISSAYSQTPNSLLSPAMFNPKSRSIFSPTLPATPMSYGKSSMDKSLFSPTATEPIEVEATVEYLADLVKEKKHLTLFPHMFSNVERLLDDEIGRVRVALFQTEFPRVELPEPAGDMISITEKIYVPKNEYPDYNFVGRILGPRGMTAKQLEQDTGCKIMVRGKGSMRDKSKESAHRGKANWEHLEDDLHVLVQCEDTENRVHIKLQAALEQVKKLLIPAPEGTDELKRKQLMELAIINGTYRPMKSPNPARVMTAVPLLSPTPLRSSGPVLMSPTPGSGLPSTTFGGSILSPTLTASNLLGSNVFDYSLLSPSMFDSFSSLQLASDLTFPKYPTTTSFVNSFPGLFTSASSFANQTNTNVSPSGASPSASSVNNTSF
Bcl-xL primary: inhibitors of human Bcl-xL, primary screen, biochemical, fluorescence polarization, HTS | Bcl-2-like protein 1 (Homo sapiens), Q07817 | GST-Bcl-xL / FITC-Bim BH3 peptide fluorescence polarization | inhibition, % at 10.9 µM | 0.7% of 320,000 active | AID 2129, 2009;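 active means inhibition above the mean of all tested compounds plus 3 SD, cutoff set per campaign, cut at about 30% in these data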;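 further: 0% = DMSO wells and 100% = unlabeled Bim-BH3 peptide competitor; inhibitors lower millipolarization by displacing the labeled peptide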
MEX-5 binding: MEX-5 zinc finger RNA-binding disruptors – biochemical, C. elegans, fluorescence polarization, MLPCN library, primary screen; Zinc finger protein mex-5 (Caenorhabditis elegans), Q9XUB2; MEX-5/FITC-TCR2 RNA binding; stronger effect = lower value; activity score (negative = inhibition of binding), % at 10 µM; 0.38% of 300,000 active; AID 1832, 2009;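 active means inhibition past about -25% in most replicates, and total fluorescence under double the plate's negative control median, limit read from the data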;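 further: 0% = DMSO and -100% = 5 µM competing unlabeled TCR2 RNA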
Target sequence (Q9XUB2 whole entry, looked up): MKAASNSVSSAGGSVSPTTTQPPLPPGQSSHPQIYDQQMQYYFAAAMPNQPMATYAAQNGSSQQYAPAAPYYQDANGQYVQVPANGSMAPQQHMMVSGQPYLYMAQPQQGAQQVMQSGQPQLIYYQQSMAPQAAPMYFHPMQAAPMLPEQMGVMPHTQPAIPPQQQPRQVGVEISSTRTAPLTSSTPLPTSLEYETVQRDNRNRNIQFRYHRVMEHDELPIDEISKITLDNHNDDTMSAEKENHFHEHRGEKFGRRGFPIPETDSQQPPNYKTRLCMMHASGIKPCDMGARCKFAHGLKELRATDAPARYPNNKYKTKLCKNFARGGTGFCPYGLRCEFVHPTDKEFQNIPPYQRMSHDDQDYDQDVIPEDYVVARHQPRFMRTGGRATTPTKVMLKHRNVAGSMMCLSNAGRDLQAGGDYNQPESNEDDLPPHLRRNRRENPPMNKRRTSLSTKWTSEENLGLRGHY
GRK2 inh: compounds blocking aptamer binding on GRK2 – biochemical, human GRK2, bead flow cytometry, HTS, primary screen. Beta-adrenergic receptor kinase 1 (Homo sapiens), P25098. FAM-aptamer displacement from GRK2. inhibition of aptamer binding, % at 10 µM. AID 488847, 2010. 0.59% of 330,000 active;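 active means inhibition of aptamer binding above 40%, roughly 3 SD of noise, on plates passing a quality check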;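 further: median bead fluorescence of bound FAM aptamer so fluorescent compounds give negative values; no value below 0 was filed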
VLA-4 inh: inhibition in human VLA-4 binding assay, primary screen, VLA-4 allosteric modulator project, MLPCN library, flow cytometry, VLA-4 expressing cells. Integrin alpha-4 (Homo sapiens), P13612. ligand binding flow cytometry. inhibition, % (about 7 µM as worked out from the volumes in the protocol). 0.2% of 330,000 active. AID 2557, 2010; in the data active means inhibition above about 50%
MCL1 BIM primary: inhibitors of MCL1 binding to BIM-BH3, primary screen, biochemical, fluorescence polarization; AID 2057, 2009; inhibition, % at 10.9 µM; GST-MCL1 / FITC-Bim-BH3 fluorescence polarization; 0.68% of 320,000 active;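 active means inhibition above the mean inhibition of all tested compounds plus 3 SD, set per campaign, cut at about 40% in these data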;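 further: 0% = DMSO wells and 100% = unlabeled Bim-BH3 peptide control; higher means more loss of mP so more displacement of Bim peptide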
CIT2-GFP yeast: modulators of CIT2-GFP expression in yeast, primary screen, S. cerevisiae, GFP fusion, multiplex flow cytometry, MLPCN library; AID 2029, 2009; 0.065% of 320,000 active; S. cerevisiae CIT2-GFP strain, 3 h; 100 means same as DMSO wells; GFP response vs DMSO, % at 10 µM;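 active means GFP response relative to DMSO above a set limit, near the screen mean plus 3 SD, cut at about 150% in these data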;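 further: ratio of well median GFP fluorescence to mean of DMSO wells on the plate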
* = called active by the depositor; x = not tested or not shown. No enrichment for hits. Share with any hit: about 2.2%.

SMILES	AGP1 TOR yeast	Fam108B inh	GLD-1 RNA inh	Bcl-xL primary	MEX-5 binding	GRK2 inh	VLA-4 inh	MCL1 BIM primary	CIT2-GFP yeast
C[N+](C)(C)CCCN1C(=O)CCCC1=O	92.8	-6.3	5.1	-11.1	-3.0	4.0	0.1	-10.4	x
CC(C)(C)NC(=O)CN(CCN1CCOCC1)C(=O)CNS(=O)(=O)c1ccc(Cl)cc1	104.8	-9.1	-1.3	2.7	-0.4	2.0	3.2	2.6	97.8
Cc1ccc([N+](=O)[O-])cc1Nc1nc(N2CCOCC2)nc(N2CCOCC2)n1	99.2	1.8	7.3	-4.1	-0.7	1.0	1.4	-4.7	104.7
Cc1ccc(C)c(S(=O)(=O)NCC(c2ccco2)N2CCc3ccccc3C2)c1 (centres undefined)	94.5	-4.2	1.2	0.7	0.0	0.0	2.0	0.1	89.3
CCC(Cc1ccccc1)NC(=O)Cn1cccc1C(=O)c1ccccc1 (centres undefined)	99.6	2.5	0.3	-0.8	-0.6	0.0	-1.4	1.8	99.2
COc1ccc(NC(=O)C2CCC(CNS(=O)(=O)c3cccs3)CC2)cc1OC (centres undefined)	110.6	1.8	4.3	7.4	3.1	4.0	7.4	2.3	110.7
Cc1ccc(N=Nc2ccc(O)c(/C=N\NC(=O)c3ccc(N)cc3)c2)cc1C	101.7	1.2	5.5	2.9	-0.8	0.0	-13.8	8.4	83.9
COc1ccc(-n2nnnc2-c2cccc(OC)c2)cc1	101.4	0.0	12.8	3.0	1.7	1.0	11.4	-0.4	98.8
CCCn1c(O)c(N=NC(=O)c2ccco2)c2ccccc21	94.4	4.6	4.1	7.7	-1.2	0.0	1.1	0.1	94.6
NS(=O)(=O)c1ccc(CCNC(=O)c2ccco2)cc1	93.7	2.8	1.6	9.0	0.7	4.0	-6.6	6.2	100.0
CN(CC(=O)Nc1ccc(S(=O)(=O)N(C)C)cc1)Cc1ccc(C(F)(F)F)cc1	103.2	5.3	1.0	0.9	1.9	4.0	8.3	-7.1	101.2
O[C@@H]1CN(Cc2ccccc2Cl)CC[C@H]1N1CCOCC1	100.3	-0.2	1.4	6.9	1.2	0.0	-2.9	7.2	112.3
O=C(CSCc1ccccc1)N1CCN(C(=O)c2ccco2)CC1	100.9	-1.5	0.2	3.1	-2.0	2.0	4.6	3.5	100.3
COc1ccc(C)cc1NC(=O)CCNS(=O)(=O)c1ccc2c(c1)CCC(=O)N2	101.2	1.9	-1.6	5.6	1.6	3.0	-8.1	-0.7	99.8
COc1ccc2[nH]c(C(=O)Nc3ccccc3Cl)cc2c1	87.2	0.7	2.5	-3.2	-2.0	0.0	1.5	-10.0	99.1
Cc1nnc(SC(C)C(=O)Nc2c(C)n(C)n(-c3ccccc3)c2=O)n1N (centres undefined)	101.6	-1.1	6.8	-18.4	-0.4	1.0	2.5	-8.5	100.9
O=[n+]1c2c(n([O-])c3c1CCCC3)CCCC2	89.3	2.7	11.1	0.1	-0.1	0.0	10.2	3.7	90.5
COC(=O)c1ccc(Oc2nc(N(C)C)nc(N3CCOCC3)n2)cc1	103.0	1.6	3.5	5.8	1.6	2.0	13.0	-2.5	104.9
Cc1ccc(N(C(=O)c2sc(C)nc2C)C(C(=O)NCc2ccco2)c2ccccc2)cc1 (centres undefined)	99.9	7.0	-1.2	5.0	-1.3	0.0	-23.1	3.7	102.4
O=C(CSc1ncnc2c1nnn2Cc1ccc(F)cc1)NCC1CCCO1 (centres undefined)	108.4	1.6	2.1	1.6	0.6	3.0	9.3	2.2	107.2
CS/C(=N/S(=O)(=O)c1ccc(C)cc1)c1ccccc1	95.5	6.5	-4.7	2.8	-1.5	1.0	-1.9	-0.3	95.7
c1ccc(Cn2c[n+](Cc3ccccc3)c3ccccc32)cc1	100.4	3.3	2.6	8.9	3.7	0.0	-8.1	3.6	104.1
COc1ccc(N2CC(C(=O)N[C@@H](C)C(=O)NCCc3ccccc3)CC2=O)cc1 (some centres undefined)	94.2	-7.7	-5.3	5.7	0.1	2.0	1.2	5.6	96.6
CCOc1ccc(N)cc1OC	100.1	2.1	9.0	19.3	-4.7	0.0	-11.4	17.0	85.5
CSc1cccc(NS(=O)(=O)c2ccc3c(c2)oc(=O)n3C)c1	104.7	-0.4	-5.9	0.6	1.7	1.0	-7.2	-3.1	100.5
CC1(C)CC(=O)C(C2C3=C(CC(C)(C)CC3=O)Oc3ccc4ccccc4c32)C(=O)C1 (centres undefined)	103.8	2.9	-11.4	8.1	-1.1	0.0	-11.6	-6.2	88.9
Cc1ccc2cc(C)c(N3CCC(C)CC3)nc2c1	107.5	1.0	-2.0	6.9	-0.8	1.0	3.5	0.0	106.5
Cc1cc(C)cc(NCC(=O)Nc2c(C)cccc2C)c1	100.5	-3.2	3.2	6.6	1.6	0.0	5.7	6.2	100.5
COc1cc(-c2noc(C)c2C(=O)NCCCN2CCOCC2)cc(OC)c1OC	89.0	x	0.7	x	x	0.0	4.9	x	84.4
CCC(CC)NC(=O)/C=C/c1cccc([N+](=O)[O-])c1	95.7	-1.6	-2.4	1.6	-0.9	1.0	10.9	5.5	95.5
CC(C)n1nnnc1SCC(=O)NCc1ccc2c(c1)OCO2	113.3	3.0	-7.4	2.3	1.2	0.0	-7.4	-2.4	116.6
CN(C(=O)CSc1nnc(-c2ccco2)n1Cc1ccccc1)C1CCS(=O)(=O)C1 (centres undefined)	100.4	x	6.3	-34.7	x	2.0	12.6	-32.7	100.6
COc1ccc(S(=O)(=O)n2cnc(C)c2)cc1	108.6	-2.1	-0.2	1.2	-0.9	2.0	3.7	-4.2	109.5
CCOC(=O)C(=O)/C(=C\N(C)C)c1onc(-c2ccccc2Cl)c1C(=O)OC	103.7	1.2	5.2	3.4	1.8	0.0	18.6	3.7	109.5
CCN(CC)c1ccc(/C=C(\C#N)C(=O)NCc2ccco2)cc1	91.2	-3.0	-83.2	-18.8	x	4.0	-10.7	-30.5	90.2
CCOC(=O)CN(c1ccccc1)S(=O)(=O)c1ccc(F)cc1	99.3	-1.5	7.5	2.6	0.8	0.0	4.8	4.6	94.5
CCN(CC)CCn1c(NCc2ccco2)nc2ccccc21	104.0	-0.1	0.6	2.2	0.9	1.0	3.8	-3.3	102.5
COc1ccc(Cl)cc1N(CC(=O)N1CCC(C)CC1)S(C)(=O)=O	106.3	2.3	-3.1	1.1	2.0	0.0	9.0	65.3*	103.6
COc1ccc(C(=O)Nn2c(SCc3cccc([N+](=O)[O-])c3)nc3ccccc3c2=O)cc1	99.3	-30.1	6.4	5.2	2.2	4.0	16.7	-4.3	98.8
Cc1ccc(S(=O)(=O)NC(=O)Nc2ccc(N(C)C)cc2)cc1	105.0	10.2	13.1	16.6	-1.9	3.0	10.9	33.6	129.9
COCCN=C1Sc2nc3cc(C)c(C)cc3cc2CN1Cc1cccs1	107.7	-5.7	-0.1	11.4	-1.1	1.0	1.2	6.8	105.4
O=C(c1cccc(S(=O)(=O)N2CCOCC2)c1)N1CCN(S(=O)(=O)c2cccs2)CC1	120.0	-2.2	-2.0	-0.4	1.9	1.0	-5.5	1.0	121.7
COc1cc(C2C3=C(CC(C)(C)CC3=O)Nc3ccccc3N2C(C)=O)cc(OC)c1OC (centres undefined)	105.8	-0.8	-3.4	0.0	3.1	0.0	1.0	-7.0	101.6
O=C(NCc1cccs1)Nc1cccc(Cl)c1	105.0	0.7	-4.2	-0.3	-3.4	3.0	7.9	-9.1	105.6
CN(C)CC(C)(C)CNC(=S)NCc1ccc2c(c1)OCO2	97.8	-0.7	3.6	3.1	-0.7	1.0	11.3	5.7	97.0
CC1(C)OC(=O)C(=CNC(Cc2c[nH]c3ccccc23)C(=O)O)C(=O)O1 (centres undefined)	100.9	7.0	3.2	5.1	-1.1	6.0	-2.7	0.0	104.5
CCn1c(COc2ccc3c(c2)OCO3)nnc1SCC(=O)c1ccc(Cl)cc1	85.0	-1.0	1.9	6.5	3.2	3.0	6.9	1.3	74.5
O=C(Nc1cc(S(=O)(=O)N2CCOCC2)ccc1N1CCCCC1)c1ccc(Cl)cc1	105.9	x	4.8	11.2	x	0.0	46.4	13.3	103.5
C#CCOCCOCCOCCNc1nc(N2CCN(C(=O)[C@H](CCCN=C(N)N)n3cc(C(N)[C@@H](C)CC)nn3)CC2)nc(N2CCN(C(=O)[C@H](CC(N)=O)n3cc([C@@H](N)CC(N)=O)nn3)CC2)n1 (some centres undefined)	105.0	x	0.1	x	x	0.0	11.6	x	104.7
CCn1c(=O)cc(SCC(=O)Nc2ccc(Cl)cc2)c2ccccc21	100.1	-1.1	-5.2	4.6	-3.0	0.0	6.1	4.8	98.3

Complete entries, looked up by structure. Screens in order: AGP1 TOR yeast | Fam108B inh | GLD-1 RNA inh | Bcl-xL primary | MEX-5 binding | GRK2 inh | VLA-4 inh | MCL1 BIM primary | CIT2-GFP yeast
Profile of C#CCOCCOCCOCCNc1nc(N2CCN(C(=O)[C@H](CCCN=C(N)N)n3cc(C(N)[C@@H](C)CC)nn3)CC2)nc(N2CCN(C(=O)[C@H](CC(N)=O)n3cc([C@@H](N)CC(N)=O)nn3)CC2)n1 (some centres undefined) : 105.0 | x | 0.1 | x | x | 0.0 | 11.6 | x | 104.7
Profile of CN(C)CC(C)(C)CNC(=S)NCc1ccc2c(c1)OCO2 : 97.8 | -0.7 | 3.6 | 3.1 | -0.7 | 1.0 | 11.3 | 5.7 | 97.0

Continuation:
SMILES	AGP1 TOR yeast	Fam108B inh	GLD-1 RNA inh	Bcl-xL primary	MEX-5 binding	GRK2 inh	VLA-4 inh	MCL1 BIM primary	CIT2-GFP yeast
O=C(COC(=O)c1ccccc1F)NC1CCCC1	94.4	3.1	2.9	3.5	-1.6	3.0	24.3	-5.2	94.5
O=C1CCC(CCC(=O)N2CCCC(C(=O)c3ccc4c5c(cccc35)CC4)C2)=NN1 (centres undefined)	107.2	1.6	4.9	1.7	-1.5	0.0	5.8	4.1	110.4
CCN1C(=O)N[C@@H](c2ccco2)C(C(C)=O)=C1C	94.8	-8.7	-7.1	2.0	2.5	2.0	4.6	5.5	89.1
Cc1c(C(=O)NCc2ccccc2)oc2c1C(=O)CCC2	91.2	-0.5	-0.5	7.0	0.2	0.0	-3.3	6.7	92.9
Clc1ccc(CSc2ccc(-c3ccco3)nn2)cc1	86.8	0.9	0.1	8.4	0.5	0.0	3.1	1.0	96.6
CCN(CC)C(=O)CSc1nnc(-c2cccnc2)n1Cc1ccccc1	94.5	-2.5	6.8	6.0	-0.4	2.0	3.7	3.0	92.4
O=C(O)c1cc(S(=O)(=O)Nc2ccccc2C(=O)O)ccc1O	97.6	2.4	-6.5	6.0	1.4	3.0	5.5	5.1	100.3
O=C(Nc1ccn(Cc2ccccc2F)n1)c1ccc(COc2cccc(Br)c2)cc1	97.9	-17.7	5.9	2.3	-0.3	0.0	-1.1	4.1	102.9
CCOC(=O)C1=NOC(Cn2cc(C(C)=O)c(=O)[nH]c2=O)C1 (centres undefined)	102.8	-3.0	-5.7	3.6	0.8	1.0	3.7	-3.2	98.1

Source: PubChem
